# Source: PubChem (several laboratories)
# NadD inh: blocks S. aureus nicotinate mononucleotide adenylyltransferase. purified NadD enzyme, colorimetric absorbance read-out. AID 602399. inhibition, % at 20 µM. actives 0.78% (n = 360,000); in the data active = inhibition above about 26%; also: some compounds past the cut are filed as inactive
# Scp1 inh: inhibitors of human Scp-1 phosphatase; Recombinant Scp1, phosphopeptide, malachite green phosphate absorbance; inhibition, % at 20 µM; Q9GZU7; AID 493091; actives 0.88% (n = 340,000);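 active = inhibition above about 50% at 20 µM, limit read from the data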;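 also: plate controls were DMSO wells with enzyme for no effect and wells lacking enzyme for full effect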
#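 System: SCP-1 catalytic domain; Reagent: Phospho 17-mer peptide substrate; Doses: one concentration, 20 µM, with 1.0% DMSO; Incubation: 45 min room-temperature reaction, 5 min colour, 30 min stabiliser; Signal: Phosphate-binding colour reagent, absorbance read at 630 nm.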
# SUMO1-SIM PPI: SUMO1-SIM interaction modulation | P63165 | SUMO1 binding to a labelled peptide, TR-FRET, 1 h | inhibition, % at 20 µM | actives 0.33% (n = 360,000) | AID 602429; in the data active = inhibition above about 37%
# Target sequence (P63165 whole entry, looked up): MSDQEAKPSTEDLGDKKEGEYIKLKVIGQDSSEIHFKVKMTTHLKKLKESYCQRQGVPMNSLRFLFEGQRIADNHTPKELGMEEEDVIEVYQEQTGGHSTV
# SKN-1 block: C. elegans SKN-1 inhibition; actives 0.49% (n = 360,000); inhibition, % at 21.8 µM; C. elegans VP596 Pgst-4::GFP/RFP ratio, acrylamide-induced, 24 h;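 active = interference check ratio from 0.5 to 1.5 plus GFP to RFP signal ratio inhibition reaching or exceeding a fixed threshold, cut at about 30% in these data, passing the limit was not always enough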; also: some compounds called inactive have numbers as strong as hits
# LMPTP block: LMPTP (human) inhibition | recombinant LMPTP-A, OMFP fluorogenic substrate, fluorescence intensity | P24666 | actives 0.22% (n = 360,000) | inhibition, % at 20 µM;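 active = compounds that cut the enzyme signal by at least half of the control window in the single-dose screen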;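 also: plate controls were DMSO wells with enzyme plus substrate for no effect and substrate without enzyme for full effect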
# Target sequence (P24666 whole entry, looked up): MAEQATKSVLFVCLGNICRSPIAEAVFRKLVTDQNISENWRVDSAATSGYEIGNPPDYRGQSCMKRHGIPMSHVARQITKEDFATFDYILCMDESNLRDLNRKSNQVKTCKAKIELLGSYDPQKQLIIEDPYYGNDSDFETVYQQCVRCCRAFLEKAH
#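 Assay system: LMPTP-A, protein tyrosine phosphatase of low molecular weight / Medium: pH 6.0 Bis-Tris buffer with DTT and Triton X-100 / Schedule: 50 min enzyme reaction at room temperature, protected from light / Measured by: endpoint fluorescence intensity from OMFP dephosphorylation / Read-out basis: % inhibition relative to no-enzyme and uninhibited control wells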
# TbMetRS inhib: blocks T. brucei methionyl-tRNA synthetase activity. purified T. brucei MetRS, ATP depletion, Kinase-Glo luminescence. AID 624268. inhibition, % at 11.9 µM. actives 0.4% (n = 360,000);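 active = inhibition above a per-plate cutoff of the control wells' mean inhibition plus 3 SD, cut at about 5.5% in these data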;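 also: 0% = DMSO wells median and 100% = median of wells with control inhibitor compound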
#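 Material: T. brucei methionyl-tRNA synthetase, purified; reagent: substrates ATP, L-methionine and bulk Escherichia coli tRNA; dosing: 11.9 µM single point; timing: 15 min plus 2 h at 25 °C; detection: luminescence of leftover ATP; evaluation: % inhibition; control set: DMSO-only wells as low control; replicates: singlicate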
# STEP block: STEP (human) phosphatase inhibition. P54829. recombinant STEP, OMFP fluorogenic substrate, fluorescence. inhibition, % at 20 µM. actives 0.25% (n = 360,000). AID 588621;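 active = inhibition at 20 µM, scaled per plate between control wells, above about 37%, limit read from the data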;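 also: 0% = DMSO with enzyme and substrate and 100% = substrate only without enzyme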
#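 System: isolated STEP enzyme; schedule: 20 min enzyme reaction at room temperature, protected from light; medium: Bis-Tris buffer pH 6.0, 2.5 mM DTT, 0.005% Tween 20; signal: fluorescence, 480/540 nm; dosing: single compound dose of 20 µM, 1% DMSO final; also added: OMFP substrate, 25 µM final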
# CendR NRP1 mod: modulators of CendR peptide binding to human neuropilin-1; O14786; FAM-RPARPAR peptide binding to NRP-1, fluorescence polarization; inhibition, % at 25 µM; actives 0.85% (n = 360,000); AID 602438;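 active = inhibition or corrected inhibition above about 18%, plus a signal ratio from 0.5 to 1.5, limit read from the data, passing the limit was not always enough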; also: strong numbers were not always called active
# DNMT1 inh: blocks human DNA methyltransferase DNMT1 | P26358 | inhibition (reported as % activation of signal), % at 10 µM | actives 0.83% (n = 360,000) | DNMT1 molecular beacon, Hinp1I cleavage, fluorescence; in the data active = inhibition above about 50%
# Neddylation inh: inhibitors of human cullin neddylation. P61081+Q13564. TR-FRET cullin neddylation, biochemical. calls only at 25 µM. actives 0.58% (n = 360,000). AID 651699; in the data active = inhibition above about 36%
# Target sequence (P61081 whole entry, looked up): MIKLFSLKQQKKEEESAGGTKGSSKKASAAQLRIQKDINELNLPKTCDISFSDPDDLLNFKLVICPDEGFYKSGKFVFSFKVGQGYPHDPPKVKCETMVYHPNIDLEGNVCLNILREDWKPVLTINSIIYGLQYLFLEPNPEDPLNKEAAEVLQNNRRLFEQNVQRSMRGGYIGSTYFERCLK
# Target sequence (Q13564 whole entry, looked up): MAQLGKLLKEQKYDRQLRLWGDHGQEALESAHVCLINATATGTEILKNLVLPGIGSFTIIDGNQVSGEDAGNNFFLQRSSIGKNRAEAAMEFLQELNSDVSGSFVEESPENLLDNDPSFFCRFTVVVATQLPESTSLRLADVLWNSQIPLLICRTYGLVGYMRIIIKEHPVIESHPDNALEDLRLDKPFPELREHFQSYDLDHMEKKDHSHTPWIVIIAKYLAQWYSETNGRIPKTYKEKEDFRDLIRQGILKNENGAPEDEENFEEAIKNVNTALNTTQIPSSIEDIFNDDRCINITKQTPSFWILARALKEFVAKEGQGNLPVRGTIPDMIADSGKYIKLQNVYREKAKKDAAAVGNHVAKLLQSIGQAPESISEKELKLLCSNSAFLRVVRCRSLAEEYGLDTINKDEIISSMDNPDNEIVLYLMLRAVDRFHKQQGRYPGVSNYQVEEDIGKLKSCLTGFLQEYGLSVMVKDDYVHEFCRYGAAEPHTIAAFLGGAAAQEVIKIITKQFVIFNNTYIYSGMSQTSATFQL
# The depositor's hits bear a star; i = inactive; . = no result given.
SMILES,NadD inh,Scp1 inh,SUMO1-SIM PPI,SKN-1 block,LMPTP block,TbMetRS inhib,STEP block,CendR NRP1 mod,DNMT1 inh,Neddylation inh
COc1ccc(C)cc1-n1nnnc1SCC(=O)NNC(=O)c1ccc([N+](=O)[O-])cc1,2,1,-25,1,0.3,-0.6,-2,-12,2,i
CC(C(=O)O)N1C(=O)C2C3CC(C2C1=O)C1C(c2ccccc2)c2sc(=O)[nH]c2SC31 (stereo unspecified),4,4,-1,-4,-1.4,-1.5,1,-7,8,i
CC12CCC(C(=O)N(CCCCN3CCN(c4ccccn4)CC3)C1=O)C2(C)C (stereo unspecified),-7,-1,7,6,-2.3,-0.3,0,3,6,i
COc1ccc(CNC(=O)c2ccc(-c3ccccc3)cc2)cc1,-1,-18,-8,-9,-1.3,-0.8,0,-4,3,i
COc1cc(/C=C/C(=O)O)cc(S(=O)(=O)Nc2ccc3nc(SC)sc3c2)c1OC,1,-3,-8,6,-0.6,-0.8,7,-9,-2,i
C[C@@H]1CCCCO[C@@H](CN(C)Cc2ccc(Cl)c(Cl)c2)[C@@H](C)CN([C@H](C)CO)C(=O)c2cc(NC(=O)Nc3ccccc3)ccc2O1,29,.,2,7,2.2,-1.6,-3,-9,-26,i
C#CC(C)(C)NC(=O)c1ccc(-c2ccccc2F)cc1,-2,0,1,11,-1.0,0.5,1,4,2,i
COc1ccc2[nH]c3c(c2c1)CCNC3(C)CCc1ccc(Cl)nc1 (stereo unspecified),-11,-14,4,9,-1.6,-0.2,-1,7,-1,i
O=C(NCCCNC(=O)c1ccc(Cl)cc1Cl)c1cnccn1,-3,-8,1,-3,-1.2,0.6,-1,6,1,i
Cn1nnnc1P(=O)(c1ccccc1)c1ccccc1,0,-8,7,10,-0.7,-0.6,1,4,-2,i
CC(=O)N1CCC(C(=O)Nc2ccc(S(=O)(=O)N3CCCCC3)cc2)CC1,4,-7,0,-12,0.6,0.0,0,5,0,i
O=C(O)C1CCCN1S(=O)(=O)c1cccc2nsnc12 (stereo unspecified),-11,5,-13,12,3.1,-0.9,0,8,3,i
O=C1c2ccccc2C(=O)N1CCCCN(C(=O)c1cc2ccccc2oc1=O)c1ccc(Cl)cc1,0,-7,0,10,-0.1,-0.3,0,4,-4,i
O=C(O)c1ccccc1Nc1ccc([N+](=O)[O-])cc1,1,-10,-25,3,0.1,-0.3,0,6,9,i
NC(=O)c1ccsc1NC(=O)COc1ccccc1,2,-9,27,26,5.5,-0.6,5,-15,-1,i
COc1cc(-c2nc3ccccn3c2/N=C/c2cc(OC)c(O)cc2Cl)ccc1O,16,5,-4,-2,2.2,-0.2,2,1,0,.
CC(=O)c1cccc(NC(=O)Cc2coc3cc4c(cc23)CCC4)c1,-13,-10,0,4,0.2,-0.9,0,-7,3,i
CC(=O)N1C2CCCCC2S[C@H]2CCCCC21 (stereo partly specified),-4,0,2,-2,-1.0,-0.6,0,-126,3,i
CC(C)=CC(=O)OCC(=O)Nc1cc(C)ccc1C,-4,-3,2,-4,-1.4,-0.6,0,-9,0,i
N#Cc1c(NC(=O)CSc2nnc(-c3ccncc3)n2CC2CCCO2)sc2c1CCCC2 (stereo unspecified),2,-4,-2,-17,0.7,0.3,-2,-5,-2,i

# As a short view, part of the list above.
SMILES,NadD inh,Scp1 inh,SUMO1-SIM PPI,SKN-1 block,LMPTP block,TbMetRS inhib,STEP block,CendR NRP1 mod,DNMT1 inh,Neddylation inh
NC(=O)c1ccsc1NC(=O)COc1ccccc1,2,-9,27,26,5.5,-0.6,5,-15,-1,i
COc1cc(-c2nc3ccccn3c2/N=C/c2cc(OC)c(O)cc2Cl)ccc1O,16,5,-4,-2,2.2,-0.2,2,1,0,.
CC(=O)c1cccc(NC(=O)Cc2coc3cc4c(cc23)CCC4)c1,-13,-10,0,4,0.2,-0.9,0,-7,3,i

# (next part)
SMILES,NadD inh,Scp1 inh,SUMO1-SIM PPI,SKN-1 block,LMPTP block,TbMetRS inhib,STEP block,CendR NRP1 mod,DNMT1 inh,Neddylation inh
CC(=O)NC1C2CN3CCN(C2)CC1(Cc1ccccc1)C3 (stereo unspecified),6,1,3,3,-1.5,1.3,-3,4,4,i
O=C1CCC(C(=O)N2CCCO2)CN1Cc1cccc(C(F)(F)F)c1 (stereo unspecified),2,-2,1,-28,-0.3,-0.3,-1,8,0,i
CCn1c(CC(=O)Nc2ccccc2)nnc1SCC(=O)Nc1nncs1,-5,-6,3,4,-2.0,0.7,-2,6,1,i
O=C(N=C1c2ccccc2CN1c1ccccc1)c1cccc([N+](=O)[O-])c1,-1,0,-15,6,0.5,0.1,0,4,-8,i
CCc1nc(NCCN2CCOCC2)c2oc3ccccc3c2n1,-4,0,1,-3,0.0,-0.4,-1,1,2,i
Cc1cccc(NC(=O)Cn2c(C)c(C#N)c3ccccc32)c1C,0,9,-3,-34,-0.8,-1.4,-5,-16,17,i
S=C(Nc1ccc2c(c1)OCO2)Nc1ccc2c(c1)OCO2,0,-3,-2,11,2.0,0.5,3,-2,-19,i
Cc1ccc(/C=N\NC(=O)C2CC(=O)N(c3ccccc3)C2)o1 (stereo unspecified),2,-2,-11,19,-1.3,-0.3,-3,6,-1,i
COc1ccc(C)c2sc(=NC(=O)c3cccc(N4C(=O)CCC4=O)c3)n(C)c12,-5,-9,-23,-12,3.6,-1.4,0,-7,0,i
Cc1ccc(NC(=O)CNc2ccccc2CN(C)C2CCCCC2)cc1,-10,3,9,9,0.7,-0.9,-2,-8,-1,i
Cc1nc(Cl)c2c(n1)NC1=C(O2)C(=O)CCC1,2,1,-13,-4,-0.4,0.5,-3,76,5,.
COC(=O)C[C@H]1C[C@@H]2c3cc(NC(=O)CN(C)C)ccc3O[C@@H]2[C@H](CO)O1,-3,.,-1,7,-2.4,0.4,-1,0,1,i
Cc1cc(C)n2nc(C(=O)OCC(=O)NCc3ccccc3)nc2n1,-6,-5,2,2,-1.3,-0.2,-1,12,-1,i
O=C(O)c1ccc2c(c1)C(=O)N(CCc1ccccc1)C2=O,4,-5,-14,-17,-2.2,-0.5,-3,4,-4,i
O=C(O)c1nn(CC(=O)N2CCN(S(=O)(=O)c3ccc(Cl)cc3)CC2)c(=O)c2ccccc12,3,11,3,0,1.4,-0.8,-1,11,14,i
O=C(COc1ccccc1Cl)NCc1ccccc1,-3,-8,3,-5,-0.8,-0.7,2,2,2,i
O=C(NCc1cccs1)C1CCCN1C(=O)Nc1ccccc1 (stereo unspecified),-4,1,-1,6,-4.6,-1.2,0,-4,4,i
O=C(Cn1cnc2c(nnn2Cc2ccccc2)c1=O)N1CCCc2ccccc21,-2,-12,3,12,-0.7,-0.2,0,-2,4,i
O=S(c1ccc2ccccc2c1)c1cnns1 (stereo unspecified),-3,-6,-5,1,0.0,-0.2,3,8,3,i
COc1ccc(OC)c(-c2csc(NC(=O)Cc3ccc(F)cc3)n2)c1,-4,-1,0,6,2.9,-0.7,1,6,-4,i

# Next section, overlapping the part above by 2 compounds.
SMILES,NadD inh,Scp1 inh,SUMO1-SIM PPI,SKN-1 block,LMPTP block,TbMetRS inhib,STEP block,CendR NRP1 mod,DNMT1 inh,Neddylation inh
O=S(c1ccc2ccccc2c1)c1cnns1 (stereo unspecified),-3,-6,-5,1,0.0,-0.2,3,8,3,i
COc1ccc(OC)c(-c2csc(NC(=O)Cc3ccc(F)cc3)n2)c1,-4,-1,0,6,2.9,-0.7,1,6,-4,i
Nc1ncnc2c1ncn2[C@@H]1O[C@H](CNC(=O)[C@@H](N)C2CCCCC2)[C@@H](O)[C@H]1O,3,1,0,-1,-1.7,-0.2,0,-13,7,i
CCCN(CCC)CCCNC(=S)Nc1ccc2nc(N3CCN(CC)CC3)cc(C)c2c1,-11,-3,-20,-11,1.6,-0.4,4,-1,0,i
CC(C)c1nnc(NC(=O)C2CCCN2C(=O)Nc2ccccc2[N+](=O)[O-])s1 (stereo unspecified),-2,-1,-27,-8,-0.6,-0.6,3,-1,2,i
CC1CN(C(=O)COc2ccc3ccccc3c2Br)CC(C)O1 (stereo unspecified),-3,-2,-28,19,-1.1,-0.4,0,2,1,i
Cc1cc(NS(=O)(=O)c2ccc(NC(=O)NC3CCCCC3)cc2)no1,-2,-3,2,-4,0.8,-0.5,0,-1,-2,i
CCNC(=S)N1CCN(c2ccccn2)CC1,-4,2,-2,8,-1.0,-1.0,-1,4,2,i
Cc1ccc(C(CC(=O)NCCCN(C)C)c2ccc(OC(C)C)cc2)cc1 (stereo unspecified),-9,-4,1,2,-1.3,-0.6,0,19,-1,i
CCOc1ccccc1NC(=O)COC(=O)Cc1cccs1,0,-5,1,3,0.1,-0.9,-1,15,0,i
CC(C)OCc1c(C(=O)Nc2nccs2)oc2ccccc12,-3,-7,-7,1,-0.5,-0.2,-3,0,-1,i
CS(=O)(=O)c1ccc(Cl)c(NC(=O)c2ccc(-n3cncn3)c([N+](=O)[O-])c2)c1,-3,.,-28,8,-1.7,57*,-1,5,-1,i
COc1ccccc1NC(=O)c1ccc(N)cc1,4,-10,1,2,0.0,-0.2,0,5,-4,i
CC1(C(=O)NS(=O)(=O)Cc2cccc(Cl)c2)CCN1C(=O)c1cccc(F)c1 (stereo unspecified),3,.,7,-3,-2.5,-0.3,-4,9,11,i
COc1ccc(OC)c(NC(=O)COC(=O)Cc2ccsc2)c1,-6,-2,-39,-3,-0.8,-0.4,-3,-2,0,i

# Arranged by number of heavy atoms (low to high): part of the list above.
SMILES,NadD inh,Scp1 inh,SUMO1-SIM PPI,SKN-1 block,LMPTP block,TbMetRS inhib,STEP block,CendR NRP1 mod,DNMT1 inh,Neddylation inh
Cc1nc(Cl)c2c(n1)NC1=C(O2)C(=O)CCC1,2,1,-13,-4,-0.4,0.5,-3,76,5,.
O=C(COc1ccccc1Cl)NCc1ccccc1,-3,-8,3,-5,-0.8,-0.7,2,2,2,i
COc1ccc2[nH]c3c(c2c1)CCNC3(C)CCc1ccc(Cl)nc1 (stereo unspecified),-11,-14,4,9,-1.6,-0.2,-1,7,-1,i
